TbPYK inhibitor = qHTS of Trypanosoma Brucei Inhibitors | pyruvate kinase (Trypanosoma brucei), Q57TT1 | TbPYK enzyme, Kinase-Glo Plus ATP luminescence, 45 min | Potency, µM (doses to about 76.8 µM), without a hit: at the top dose activity, negative = inhibition, actives largely listed as inhibitors | 0.12% of 410,000 active | AID 624173, 2012; note: potency is the fitted concentration of half-maximal effect; % is set by controls: 0 for no effect and ±100 for the full control effect; nearly all actives have a fitted effect of over 50% in size
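ADP (130 uM final) triggers the TbPYK reaction after compound addition; incubation is 45 min at room temperature. Kinase-Glo Plus is then added and luminescence imaged. Normalized data are fitted to concentration-effect curves.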
LmPK inh = qHTS Assay for Inhibitors of Leishmania Mexicana Pyruvate Kinase (LmPK); Potency, µM (highest dose often 57.5 µM), without a hit: at the top dose activity change, negative = inhibition, most hits filed as inhibitors; purified LmPK, Kinase-Glo ATP luminescence, 1 h; 0.37% of 290,000 active; Q27686; note: potency is the fitted concentration of half-maximal effect; % is set by controls: 0 for no effect and ±100 for the full control effect
Target sequence (Q27686 whole entry, looked up): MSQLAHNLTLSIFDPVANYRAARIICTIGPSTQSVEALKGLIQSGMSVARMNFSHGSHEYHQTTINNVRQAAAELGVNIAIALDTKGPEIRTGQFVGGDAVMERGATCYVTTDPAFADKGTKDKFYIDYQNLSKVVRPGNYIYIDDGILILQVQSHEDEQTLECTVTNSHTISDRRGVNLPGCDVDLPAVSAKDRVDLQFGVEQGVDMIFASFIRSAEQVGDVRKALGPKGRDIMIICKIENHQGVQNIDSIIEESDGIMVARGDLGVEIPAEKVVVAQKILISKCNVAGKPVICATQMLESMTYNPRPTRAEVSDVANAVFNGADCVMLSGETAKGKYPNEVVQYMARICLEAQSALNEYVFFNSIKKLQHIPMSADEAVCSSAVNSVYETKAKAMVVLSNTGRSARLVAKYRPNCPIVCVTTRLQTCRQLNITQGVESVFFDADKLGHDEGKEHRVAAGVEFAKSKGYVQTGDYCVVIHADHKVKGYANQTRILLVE
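In 50 mM imidazole pH 7.2 with 7 mM MgCl2, LmPK (0.1 nM) turned over PEP (0.5 mM) and ADP (0.1 mM) for 1 h at room temperature. Luciferase read-out of ATP.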
Shiga toxin inh = A qHTS for Small Molecule Inhibitors of Shiga Toxin; Vero cells, Shiga toxin protein synthesis inhibition reporter; inhibition, % at 38.7 µM; 9.2% of 290,000 active; AID 2315, 2010; in the data active = inhibition mostly above about 28%, no sharp cut-off; inactive = mostly below about 43%; note: 0% is about no effect
CHX counter = Cycloheximide Counterscreen for Small Molecule Inhibitors of Shiga Toxin. cell reporter, cycloheximide protein synthesis inhibition counterscreen. max response, %. 12% of 300,000 active. AID 2314, 2010; in the data active = max response mostly above about 13%, no sharp cut-off; inactive = mostly below about 14%; note: read at 38.3 µM for the half of the compounds with a filed dose; 0% is about no effect
AmpC inh no detg = qHTS Inhibitors of AmpC Beta-Lactamase (assay without detergent); AmpC nitrocefin hydrolysis, absorbance 480 nm, 0.0001% Triton; Potency, µM (doses to about 57.1 µM), for inactives: top-dose activity change, negative = inhibition, usual class: inhibitors; 0.52% of 330,000 active; AID 485341, 2010;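 note: potency is the fitted concentration of half-maximal effect; plate controls were no compound for no effect and no enzyme for full effect; nearly all actives have a fitted effect of over 20% in size; some results filed as inactive show a strong effect at the top dose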
Target sequence (P00811 whole entry, looked up): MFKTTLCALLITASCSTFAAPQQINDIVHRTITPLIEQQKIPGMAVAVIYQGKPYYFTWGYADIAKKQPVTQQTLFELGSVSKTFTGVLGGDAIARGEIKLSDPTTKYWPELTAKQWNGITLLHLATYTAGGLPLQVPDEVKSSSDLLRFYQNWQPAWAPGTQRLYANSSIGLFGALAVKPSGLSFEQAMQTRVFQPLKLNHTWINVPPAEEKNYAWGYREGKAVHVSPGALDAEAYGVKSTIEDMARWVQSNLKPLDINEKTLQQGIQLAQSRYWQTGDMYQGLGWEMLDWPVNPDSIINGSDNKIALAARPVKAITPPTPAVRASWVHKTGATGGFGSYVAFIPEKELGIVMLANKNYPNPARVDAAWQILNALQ
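20 mM phosphate pH 7.0 + 0.01% (detergent screen) or 0.0001% Triton X-100; 5.3 nM AmpC reagent; cpd preinc 15 min RT; nitrocefin (800 uM stock) to start; A480 q20 s × 4 min; Activity was normalised to no-enzyme and no-compound control wells.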
Pf growth 96h = Primary qHTS for delayed death inhibitors of the malarial parasite plastid, 96 hour incubation. P. falciparum luciferase reporter growth, 96 h. Potency, µM (doses to about 28.7 µM), for the others: top-dose activity change, negative = inhibition, actives largely listed as inhibitors. 6.9% of 320,000 active. AID 504834, 2011; note: potency is the fitted concentration of half-maximal effect; % is set by controls: 0 for no effect and ±100 for the full control effect
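Luminescence readout: decreased luciferase signal marks inhibited growth of reporter-expressing P. falciparum in infected red cells (2% hematocrit, 0.05% parasitemia final), exposed to compound two generations (96 h, 37 C, 5% CO2).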
Pf growth 48h = Primary qHTS for delayed death inhibitors of the malarial parasite plastid, 48 hour incubation. Potency, µM (top dose mostly 28.7 µM), without a hit: at the highest dose activity change, negative = inhibition, most hits filed as inhibitors. P. falciparum luciferase growth in erythrocytes, 48 h. AID 504832, 2011. 5.9% of 310,000 active; note: potency is the fitted concentration of half-maximal effect; % is set by controls: 0 for no effect and ±100 for the full control effect
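Parasite viability was followed by luminescence of a genomically integrated firefly luciferase. Cultures held 0.1% parasitemia at 2% hematocrit (final), incubated under 5% CO2 at 37 C.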
* = called active by the depositor; i = inactive; ? = inconclusive; nt = no result given; & = joins results of further samples; [ ] = remark or other dose. Unless noted, calls come from the whole dose curve; as a rule, active = well fitted curve in the direction sought with a large enough effect; inconclusive = small, poorly fitted or top-dose-only effect, or another doubt; inactive = no such curve, though single readings can be large; an effect the other way counts as inactive or inconclusive.

SMILES | TbPYK inhibitor | LmPK inh | Shiga toxin inh | CHX counter | AmpC inh no detg | Pf growth 96h | Pf growth 48h
CC1=C(C(=O)N2CCOCC2)C(c2c(F)cccc2F)NC(=O)N1 (stereo not drawn) | 1.2% | -1.8% | -11.5 | -2.5 | -6.0%[2.29 µM] | 27.0% | 7.4%
CCc1ccc(N(CC(=O)NC2CCCCC2)S(=O)(=O)c2c(C)noc2C)cc1 | -4.5% | -9.6% | 2.0 | -1.2 | -5.4% | 1.85µM* | nt
COc1ccc(OC)c(NC(=O)CSc2nnc(CNC(=O)COc3ccc(Cl)cc3)o2)c1 | -4.9% | 6.9% | -14.2 | 7.4 | 80.2%[activator] | ? | ?
CSc1nnc2c(n1)OC(C)=Nc1ccccc1-2 | 6.7% | -8.6% | 7.6 | -4.0 | -20.8% | ? | -2.5%
O=C(NC1CCCC1)c1ccc(CS(=O)(=O)Cc2ccccc2Cl)o1 | 3.2% | 1.1% | -1.9 | 12.4 | -22.3% | 58.0%[activator] | ?
COC(=O)c1ccc(NC(=O)CNC(=O)C2CCCCC2)cc1 | -1.2% | 2.6% | -8.8 | -9.3 | 0.8% | 15.8% | 24.4%
COc1ccc(OC)c(/C=N\NC(=O)c2c(C)nc3cc(C)ccn23)c1 | -9.0% | 0.0% | nt | -2.4 | -10.8% | ? | 33.8%[activator]
O=C1NC(c2ccccc2)(C(F)(F)F)C(=O)N1Cc1cccnc1 (stereo not drawn) | -12.4% | 2.0% | 96.3* | 47.2* | 3.4% | ? | 25.8%
CNc1cc([N+](=O)[O-])ccc1N/C=C/C(=O)c1ccc2c(c1)OCO2 | -1.9% | 5.4% | 123.8* | 75.9* | -23.4% | 0.0% | 28.4%
CN(NC(=O)c1c(Cl)cccc1Cl)c1cccc(Cl)n1 | -2.6% | -2.6% | -11.0 | -2.5 | -10.9% | 11.0% | nt
CCOc1ccc(NC(=S)N2CCN(C/C=C/c3ccccc3)CC2)cc1 | -3.9% | 7.2% | 0.4 | -1.7 | 97.0%[activator] | -4.5% | -23.6%
CCc1nnc(NC(=O)c2cccc(S(=O)(=O)N3CCCCC3)c2)s1 | 0.6% | 1.1% | -18.3 | -3.2 | 104.6%[activator] | ? | -5.0%
CC1CCc2nc(N)c(C#N)c(-c3cccnc3)c2C1 (stereo not drawn) | -6.7% | -1.9% | -4.5 | -4.2 | -3.7% | 5.1% | -24.0%
CN(Cc1ccccc1)Cc1c(F)cccc1F | 2.2% | 0.4% | 10.1 | -1.9 | -7.6% | 1.7% | -10.0%
Cc1ccc(S(=O)(=O)N(C)C)cc1NC(=O)C(C)N(C)Cc1sccc1C (stereo not drawn) | 2.2% | -4.4% | -4.2 | 5.1 | 128.0%[activator] | -22.6% | ?
CS(=O)(=O)N(CC(=O)N1CCOCC1)c1ccc2c3c(cccc13)CC2 | -9.8% | 3.9% | -3.9 | -2.7 | -1.3% | nt | -22.3%
Cc1cccc(C)c1NC(=O)C1(NC(=O)Cn2cccc([N+](=O)[O-])c2=O)CCCCC1 | -5.9% | -4.6% | -6.9 | -2.8 | -22.2% | -23.5% | 15.9%
CCOc1ccc(S(=O)(=O)N/N=C(\C)c2ccc(OC)cc2OC)cc1 | -23.2% | 16.1% | -12.0 | 5.3 | -20.7% | 27.2% | 21.8%
CCCn1c(SCC(=O)N2CCCCC2)nnc1C(C)C | -18.3% | 0.7% | 43.3* | 14.7* | -8.0% | 13.5% | 13.6%
COc1cc(OC)c(S(=O)(=O)NCc2ccco2)cc1S(=O)(=O)NCc1ccco1 | -2.2% | -3.5% | 5.4 | 9.7 | -17.4% | 96.2%[activator] | 5.6%
COc1ccc(-c2cc(-c3cccs3)c(C#N)c(SCC(=O)NCc3ccccc3)n2)cc1 | -6.5% | 1.0% | -15.4 | -3.5 | 0.6% | 18.7% | ?
O=C1c2ccccc2NC(c2ccccc2)N1/N=C/c1ccccc1 (stereo not drawn) | -2.7% | 2.2% | 37.5 | 10.0 | -27.4% | i | 274.7%[activator]
N#Cc1cc2nc(O)c(O)nc2cc1[N+](=O)[O-] | 8.3% | nt | nt | nt | -10.0% | -5.3% | -6.1%
CCOc1cc(C(=O)NCc2ccc(F)cc2)ccc1OCC(=O)N1CCCCC1 | 0.1% | nt | nt | nt | 18.3% | ? | ?
Cc1ccccc1OCCn1cc(/C(N)=N/O)c2ccccc21 | -0.8% | 2.9% | 2.0 | 6.5 | -20.7% | 9.28µM* | nt
O=c1[nH]cnc2scc(-c3ccccc3)c12 | -12.3% | -2.7% | -5.6 | -2.1 | -9.9% | -20.1% | 2.62µM*
Cc1ccc(-n2c(-c3ccncc3)n[nH]c2=S)c(C)c1 | 7.08µM* | -11.5% | -25.5 | -2.5 | -5.6% | -7.1%[5.75 µM] | ?
Cc1cc(C)cc(N(C(C)C(=O)NCc2ccc3c(c2)OCO3)S(C)(=O)=O)c1 (stereo not drawn) | 4.8% | -0.5% | -11.9 | -2.3 | -0.3% | 62.4%[activator] | 1.6%
CCC1CCCCN1C(=O)c1ccc([N+](=O)[O-])o1 (stereo not drawn) | 1.2% | 0.2% | 16.4 | -1.4 | -16.5% | ? | ?
CCCCOC(=O)c1ccc(N2C(=O)CC(N3CCN(C/C=C/c4ccccc4)CC3)C2=O)cc1 (stereo not drawn) | -6.8% | 17.5% | -14.7 | -4.9 | 160.9%[activator] | nt | nt
CN(Cc1cnc2nc(N)nc(N)c2n1)c1ccc(C(=O)N[C@@H](CCC(=O)O)C(=O)O)cc1 | -7.2%&-2.8%&-4.9% | nt | nt | nt | nt | 1.69µM* | 0.0426µM*
Cc1ccc(SCCC(=O)NCc2ccncc2)cc1 | -7.9% | -0.9% | -12.1 | -1.8 | -8.3% | 0.2% | 4.7%
N#Cc1c(N)sc(=S)c2c1CCN(Cc1ccccc1)C2 | nt | 1.2% | -11.0 | -1.1 | -23.4% | 129.6%[activator] | 10.4µM*
COc1nc(NCc2cccnc2)nc(OC)n1 | 2.7% | -1.5% | 32.9 | 10.9 | 13.9% | ? | 1.3%
Cn1c(SCC(=O)C(C)(C)C)nnc1-c1ccncc1 | -1.2% | -1.8% | -14.5 | -4.0 | -2.9% | 5.2% | nt
CCOC(=O)C1CCCN(C(=O)Cn2nc(CC)n3c(cc4sccc43)c2=O)C1 (stereo not drawn) | -4.8% | 1.1% | -6.8 | -3.9 | 40.9% | ? | nt
CN(C(=O)CSc1nnc(Nc2ccccc2)s1)c1c(N)n(Cc2ccccc2)c(=O)[nH]c1=O | -6.5% | -0.6% | 97.0 | 29.3* | -2.8% | nt | -19.6%
COC(=O)c1ccccc1NC(=O)C1CC(=O)N(c2ccc(C)c(C)c2)C1 (stereo not drawn) | 4.8% | -2.9% | -7.8 | 2.6 | 34.9% | 4.15µM* | nt
N#Cc1c(NC(=O)CN2CCCCC2)sc2c1CCC2 | 5.0% | 6.5% | -38.8 | -2.1 | -7.3% | 222.5%[activator] | 13.0%
Cc1ccc(S(=O)(=O)CC(=O)Nc2ccc(S(=O)(=O)Nc3ccccn3)cc2)cc1 | -0.6% | 7.3% | 22.1 | -5.9 | -25.1% | 9.6% | -19.8%

One compound at a time, from the list above.
`O=C1NC(c2ccccc2)(C(F)(F)F)C(=O)N1Cc1cccnc1` (stereo not drawn) is listed with TbPYK inhibitor = -12.4%; LmPK inh = 2.0%; Shiga toxin inh = 96.3*; CHX counter = 47.2*; AmpC inh no detg = 3.4%; Pf growth 96h = ?; Pf growth 48h = 25.8%
`CSc1nnc2c(n1)OC(C)=Nc1ccccc1-2` is listed with TbPYK inhibitor = 6.7%; LmPK inh = -8.6%; Shiga toxin inh = 7.6; CHX counter = -4.0; AmpC inh no detg = -20.8%; Pf growth 96h = ?; Pf growth 48h = -2.5%

Continuation:
SMILES | TbPYK inhibitor | LmPK inh | Shiga toxin inh | CHX counter | AmpC inh no detg | Pf growth 96h | Pf growth 48h
O=C(CSc1nnc(COc2ccccc2)n1Cc1ccco1)Nc1ccc2c(c1)OCCO2 | 2.0% | 3.9% | -5.6 | -1.1 | -2.1% | 8.5% | -5.8%
Cc1cc[n+](CC2OCc3ccccc3CO2)cc1 | 1.6% | 1.6% | 3.4 | -1.3 | -2.3% | 24.5% | ?
Cc1ccc(OCc2nc(-c3cccs3)no2)c([N+](=O)[O-])c1 | 1.3% | 3.7% | 99.7* | 45.5* | -26.4% | ? | 309.1%[activator]
Cc1cccc(C)c1NC(=O)c1ccc([N+](=O)[O-])s1 | -23.6% | -2.2% | -4.9 | -2.3 | -5.0% | 0.0% | ?
Cc1ccc(-n2c(C)cc(/C=N/NC(N)=S)c2C)cc1 | -4.3% | 2.4% | -12.3 | 19.0* | -46.4% | 125.5%[activator] | ?
COc1cccc(CN2CCN(Cc3cccc(Oc4ccccc4)c3)CC2)c1OC | 8.2% | 2.9% | -4.3 | 2.0 | 109.2%[activator] | 9.0% | 10.2%
CC(C)(C)c1cc(N)n2nc(C(C)(C)C)cc2n1 | -2.5% | -2.1% | -3.9 | 8.1 | -4.7% | 54.3%[activator] | -19.7%
O=C(Cc1cccs1)NCCN1CCOCC1 | -8.1% | -4.5% | -3.4 | -1.3 | 1.2% | 4.15µM* | -8.1%
CCOc1ccccc1NC(=O)N1CCCC(c2nc(-c3ccc(C)o3)no2)C1 (stereo not drawn) | 2.2% | 7.7% | -9.0 | -2.1 | 31.5% | 17.6% | 20.7%
COc1ccc(CN(C)CC(=O)Nc2cccc3ccccc23)cc1F | 0.0% | -4.3% | 16.0 | -4.6 | 24.4% | 10.4% | 92.5%[activator]
Cc1ccc(C)c(S(=O)(=O)N2CCCOC2CNC(=O)C(=O)NCc2ccccc2)c1 (stereo not drawn) | 28.0% | -0.1% | -11.2 | -3.4 | 33.9% | -20.6% | ?
Cc1ccccc1N=C(N)Nc1ccccc1C | -2.2% | nt | nt | nt | -14.3% | 10.4µM* | ?
CC(C)(C)C1CCc2onc(C(=O)NCc3ccc(F)cc3)c2C1 (stereo not drawn) | 1.0% | 2.9% | 3.7 | -2.8 | -11.1% | 0.2% | 18.4%
Cc1ccc(S(=O)(=O)c2c(C)cc(C)nc2Oc2cccc(C)c2C)cc1 | -1.2% | 2.1% | -4.9 | 1.8 | -11.2% | ? | ?
Cc1ccccc1NC(=O)Cc1nc(COC(=O)CSc2ccccc2)cs1 | 1.5% | 2.5% | 14.6 | -2.6 | -38.1% | 11.3% | 5.4%
CCOc1ccc(Oc2ccc(C(F)(F)F)cc2NC(=O)C2=COCCO2)cc1 | -5.4% | nt | nt | nt | -0.6% | ? | 14.7µM*

Single entries from the list.
`COc1cccc(CN2CCN(Cc3cccc(Oc4ccccc4)c3)CC2)c1OC` | TbPYK inhibitor = 8.2%
`Cc1ccccc1NC(=O)Cc1nc(COC(=O)CSc2ccccc2)cs1` | CHX counter = -2.6
`Cc1ccc(OCc2nc(-c3cccs3)no2)c([N+](=O)[O-])c1` | CHX counter = 45.5*
`Cc1ccccc1N=C(N)Nc1ccccc1C` | Pf growth 96h = 10.4µM*
`COc1ccc(CN(C)CC(=O)Nc2cccc3ccccc23)cc1F` | Pf growth 96h = 10.4%
